# EP2 antag = blocks the human prostaglandin E2 receptor EP2. P43116. C6 glioma cells expressing human EP2, cAMP TR-FRET; cells stimulated with saturating PGE2. inhibition, % at 25 µM. 0.52% of 260,000 active;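 active = percent inhibition above 40 after rounding to a whole number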;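 also: rat C6 glioma host cells with rolipram phosphodiesterase inhibitor present; the protocol text gives 20 µM as final concentration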
# Runt-CBFb FRET = inhibitors of human RUNX1 Runt domain binding to CBFb; Q01196+Q13951; Cerulean-Runt/Venus-CBFb FRET ratio 530/480, 1 h; inhibition, % at 20 µM; 0.46% of 220,000 active; AID 1496;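 active = inhibition over about 50% at 20 µM in the single-dose screen, limit read from the data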;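 also: 0% = DMSO wells and 100% = excess unlabeled CBFb competitor control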
# Target sequence (Q01196 whole entry, looked up, the tested form may be a part): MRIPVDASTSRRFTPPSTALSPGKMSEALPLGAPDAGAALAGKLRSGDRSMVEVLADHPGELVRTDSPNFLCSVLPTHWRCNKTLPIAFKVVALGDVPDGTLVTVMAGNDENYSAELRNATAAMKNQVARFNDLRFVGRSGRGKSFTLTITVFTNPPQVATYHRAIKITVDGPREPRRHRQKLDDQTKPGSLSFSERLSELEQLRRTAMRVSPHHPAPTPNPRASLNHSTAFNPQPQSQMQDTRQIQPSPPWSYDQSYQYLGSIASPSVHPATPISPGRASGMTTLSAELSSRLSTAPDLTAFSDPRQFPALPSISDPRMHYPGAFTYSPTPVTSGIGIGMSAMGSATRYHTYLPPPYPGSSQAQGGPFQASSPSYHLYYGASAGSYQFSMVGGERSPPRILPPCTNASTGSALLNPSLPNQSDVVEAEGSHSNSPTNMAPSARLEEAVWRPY
# Target sequence (Q13951 whole entry, looked up, the tested form may be a part): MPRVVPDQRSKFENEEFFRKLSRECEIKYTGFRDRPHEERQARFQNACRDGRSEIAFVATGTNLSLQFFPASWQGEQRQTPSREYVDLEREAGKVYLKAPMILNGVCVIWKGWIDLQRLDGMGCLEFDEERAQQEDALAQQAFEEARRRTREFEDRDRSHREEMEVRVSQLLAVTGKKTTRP
#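 Reagent – Venus-CBFb binding partner, 100 nM · Assay system – Cerulean-tagged RUNX1 Runt domain (FRET donor) fusion protein · Input – 100 nM per protein · Incubation – two 1 h room-temperature incubations shielded from light · Measured by – FRET fluorescence · Medium – Tris buffer pH 7.5 with salts and BSA · Benchmarks – unlabeled CBFb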
# Hck-Nef inh = human Hck-Nef kinase inhibition; inhibition, % at 20 µM; 0.68% of 220,000 active; AID 463187; Recombinant Hck-YEEI plus Nef, Z-Lyte FRET kinase assay; P08631;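 active = Hck-Nef kinase inhibition above about 50%, limit read from the data; inactive = inhibition below that limit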;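 also: 0% = DMSO with Hck plus Nef and 100% = Hck alone without Nef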
# RBBP9 inh = blocks human serine hydrolase RBBP9. recombinant RBBP9, FP-Rh probe fluorescence polarization. inhibition, % at 7.94 µM. 0.2% of 220,000 active;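 active = inhibition above the campaign mean of all tested compounds plus 3 SD, cut at about 14% in these data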;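 also: plate controls were DMSO wells with RBBP9 for no effect and wells lacking RBBP9 protein for full effect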
# Target sequence (O75884 whole entry, looked up): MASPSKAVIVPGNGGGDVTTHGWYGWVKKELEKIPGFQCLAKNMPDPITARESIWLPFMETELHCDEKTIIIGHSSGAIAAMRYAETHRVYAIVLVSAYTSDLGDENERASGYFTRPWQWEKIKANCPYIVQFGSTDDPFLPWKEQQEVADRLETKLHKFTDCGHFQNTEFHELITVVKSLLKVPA
#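 Test system: recombinant human RBBP9; Timing: 30 min then 45 min, 25 °C; Detection: fluorescence polarization; Control set: RBBP9 with DMSO as uninhibited control, no-protein wells as full inhibition; Compound dosing: one concentration, 7.94 µM nominal, 0.794% DMSO; Probe or stimulus: FP-Rh activity-based probe, 375 nM before mixing.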
# PERK inhibitor = human PERK inhibition, primary cell-based screen; AID 1416; Q9NZJ5; CHO PERK-DD fusion, SEAP luminescence translation reporter; 0.17% of 220,000 active; inhibition, % at 5.6 µM;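 active = inhibition above the mean inhibition of all tested compounds plus 3 SD, set separately per screening campaign, cut at about 2.9% in these data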;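 also: PERK kinase domain activated by AP20187 dimerizer at 100 nM; 0% = DMSO with dimerizer and 100% = rapamycin at 8.4 µM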
# Runt-SMMHC FRET = blocks binding of human RUNX1 Runt domain to CBFb-SMMHC; Q01196+Q13951; Cerulean-Runt/Venus-CBFb-SMMHC FRET ratio 530/480, 1 h; inhibition, % at 20 µM; 0.74% of 220,000 active; AID 1434;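 active = mean inhibition across duplicate retests at 20 µM reaching about 50%, limit read from the data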;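 also: 0% = DMSO wells and 100% = wells with excess untagged CBFb-SMMHC; inhibitors lower the FRET ratio by blocking Runt binding to CBFb-SMMHC; some results filed as inactive read as strong as hits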
# L929 necroptosis = blocks zVAD induced death of L929 cells | 0.38% of 220,000 active | viability rescue, % at 10 µM | AID 1377 | L929 zVAD necroptosis rescue, ATP luminescence, 24 h; with zVAD 60 µM;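 active = activation, scaled between plate controls, above about 75%, limit read from the data; inactive = activation under that limit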;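 also: 0% = zVAD with DMSO and 100% = DMSO alone without zVAD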
# EP2 modulator = modulates human prostaglandin E2 receptor EP2 signaling; P43116; induction, % at 25 µM; 0.83% of 260,000 active; EP2-expressing cells, cAMP HTRF FRET, PGE2 co-stimulation;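 active = compounds whose cAMP rise, as percent of the full-agonist control response, exceeds 60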;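 also: rat C6 glioma line stably carrying human EP2 under a CMV promoter; the protocol text gives 20 µM as final concentration; 100% = response of wells given 1 µM PGE2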
# TNF death inh = inhibitors of TNF-alpha induced necroptosis in Jurkat FADD-/- cells | Jurkat FADD-/- TNF necroptosis rescue, ATP luminescence, 24 h; 0 = TNF only, 100 = no-TNF cells | activation (protection from cell death), % at 10 µM | 0.068% of 220,000 active;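 active = activation, meaning protection from cell death, of at least 50% relative to plate controls; inactive = activation below 50%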;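 also: necroptosis triggered by 40 ng/mL TNF-alpha added together with compound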
# An asterisk follows results filed as active; nt = not tested or not shown; & = joins results of further samples. An excerpt. The share of hits here may be higher or lower than overall.
# Results follow in this order: EP2 antag	Runt-CBFb FRET	Hck-Nef inh	RBBP9 inh	PERK inhibitor	Runt-SMMHC FRET	L929 necroptosis	EP2 modulator	TNF death inh
COc1cc2c(cc1OC)C(=S)NC1(CCCC1)C2
    5	-1	24	5	2.3	0	0.4	-7	2.1
O=C(Nc1ccc(Cl)cc1)NC1CCCCC1Cc1ccco1 (stereo not drawn)
    18	nt	0	-10	1.0	3	0.1	-13	-3.7
CCCCCC1CC(CC(=O)Nc2nncs2)C(=O)O1 (stereo not drawn)
    6	0	-1	-3	1.0	1	0.3	23	-2.1
CCOC(=O)CSc1nnnn1-c1cc(OC)c(Cl)cc1OC
    14	-4	0	-3	0.9	-11	0.8	4	0.7
Cc1ccc(CSCCC(=O)NCCc2ccc(Cl)cc2)cc1
    6	-1	1	-2	0.4	0	-0.4	-14	1.8
O=C(NCC(c1cccs1)N1CCOCC1)c1cc(-c2ccc(F)cc2)nc2ccccc12 (stereo not drawn)
    6	-58	14	-2	0.1	-4	0.1	-5	-1.7
O=C1c2ccccc2NC(c2cccc(Cl)c2)N1N=C1CCCCCC1 (stereo not drawn)
    9	nt	1	-6	1.5	3	3.7	7	-4.1
Cc1ccc(-c2nc(SCC(N)=O)c(C#N)c3c2CCCC3)cc1
    9	2	3	4	-0.3	1	0.3	15	-2.6
COc1ccc(S(=O)(=O)C(C#N)c2nc3ccccc3nc2N2CCCC(C)C2)cc1 (stereo not drawn)
    14	6	10	-5	0.9	0	0.5	7	-1.6
Cc1cc(C)nc(/N=C(\N)Nc2ccc(OCc3ccccc3)cc2)n1
    24	-1	25	-1	0.3	10	-1.5	-67	-8.6
CCC(=O)N1CCN(CCN=CC2=C(O)CC(c3ccc(OC)cc3)CC2=O)CC1 (stereo not drawn)
    11	4	1	-4	-0.5	4	nt	4	0.4
CCOc1ccc(OCC)c(NC(=O)CC2Oc3ccc(C)cc3NC2=O)c1 (stereo not drawn)
    3	1	0	-10	-0.2	0	1.6	13	-4.7
C=CCOc1c(Cl)cc(C2NC(=O)NC(C)=C2C(=O)OC)cc1Cl (stereo not drawn)
    4	-1	-8	4	-0.4	4	-0.2	5	-2.1
COc1ccccc1NC(=O)N(Cc1ccccc1)C1=NCC(C)S1 (stereo not drawn)
    0	-1	5	3	1.3	0	1.7	60	8.6
CSc1nnc(-c2ccncc2)n1CCCN1CCCC1=O
    5	-6	-1	-12	0.8	6	0.4	nt	0.1
CCOC(=O)CN1C(=O)S/C(=C/c2cc(C)n(C)c2C)C1=O
    15	nt	3	2	-0.2	nt	0.2	nt	-2.3
N#CNc1nc(O)cc(=O)[nH]1
    11	1	7	-9	1.4	0	0.2	-16	-0.2
c1cc2ccc3ccc(-n4cnnn4)c4ccc(c1)c2c34
    11	2	14	-12	0.0	0	-0.6	5	-2.3
Cc1cc(C)c(NC(=O)CS)c(Cl)c1
    9	11	-7	-7	1.7	-1	1.8	-20	-1.2
CN(C)Cc1ccccc1COc1ccccc1
    5	1	4	-5	0.6	5	0.0	0	2.1
O=C(c1cccnc1)N1CCN(Cc2cccc(Br)c2)CC1
    nt	-2	11	-7	-0.9	-10	-0.2	15	1.7
CCC1CCc2c(sc3nc(SCC(=O)NCc4ccco4)n(-c4ccccc4)c(=O)c23)C1 (stereo not drawn)
    17	-6	15	11	0.1	3	-0.6	25	5.9
Cc1cc(NC(=O)c2cc(Cl)ccc2Cl)no1
    0&8	2	0	-4	0.8	3	-0.1	11&-5	-1.9
O=C(COc1ccc(Br)cc1CNCCCN1CCOCC1)Nc1ccccc1
    5	1	-1	-8	-0.1	0	-0.4	-1	3.1
CC(C)Oc1ccc(C(=O)NC(=S)Nc2ccc(Cl)c(C(=O)O)c2)cc1
    5	8	1	-5	0.6	1	0.7	-1	0.2
CCOC(=O)c1[nH]c2cc3c(cc2c1NC(=O)CN1CCCCC1C)OCO3 (stereo not drawn)
    nt	-2	0	-3	-0.8	-2	0.0	nt	-3.9
O=C1CCCC(=O)N1c1ccc(NCCOCCO)c([N+](=O)[O-])c1
    2	-1	25	-4	0.2	-1	1.7	3	-0.4
Cc1cc(OCC(=O)N(C)C2CCCCC2)cc(C)c1Cl
    2	-4	1	-10	0.3	0	2.2	-26	1.1
O=C(c1cnc2n(c1=O)CCS2)N1CCCc2ccccc21
    3	-2	8	-5	-0.6	3	0.1	10	-1.1
CCC(C)NC(=O)C1CCN(C(=O)c2ccccc2)CC1 (stereo not drawn)
    nt	1	2	0	0.3	0	1.7	12	0.5
CCOc1cc(Br)c(CC(=O)O)cc1OCC
    1	1	13	-8	-0.1	1	-0.5	16	0.8
CC1(C)CC(=O)C2=C(C1)N(c1ccccc1)C(N)=C(C#N)C2c1cccnc1 (stereo not drawn)
    nt	-1	5	-6	-0.5	-8	-0.3	33	-1.4
Cc1nc(Cl)c(C#N)cc1-c1ccccc1
    1	1	2	-8	-0.1	0	-0.2	17	-3.5
Cc1cc(C(=O)COC(=O)CNS(=O)(=O)c2ccc3ccccc3c2)c(C)n1-c1ccccc1
    6	1	3	-6	0.9	-7	0.3	-4	0.2
CCN(CC)C(=O)CN(c1cc(Cl)ccc1OC)S(=O)(=O)c1ccc(C)c([N+](=O)[O-])c1
    7	-1	4	-7	-1.6	6	-0.8	2	1.0
O=C(CC12CC3CC(CC(C3)C1)C2)Nc1ccccc1N1CCOCC1
    5	2	23	-5	-1.0	1	2.8	-3	0.2
COc1ccc(/C=C/C(=O)NCCc2ccc(OC)c(OC)c2)cc1
    14	2	0	-10	0.1	3	1.0	-69	1.5
COC(=O)C1=C(C)N(C)C(C)=C(C(=O)OC)C1c1ccc(F)c(Br)c1
    10	0	3	-2	-0.5	-3	-0.5	26	-13
Cc1cc(C)n2nc(C(=O)OCCOc3cccc(Br)c3)nc2n1
    6	-2	7	-6	1.1	-1	2.6	-7	0.2
O=C(NCCNc1ccc([N+](=O)[O-])cc1)c1cccc2c(Br)cccc12
    2	-3	-1	-4	1.4	1	2.9	-6	0.0
CC(=O)Nc1ccc(/C=C/C(=O)c2ccccc2)cc1
    4	-5	-3	-3	1.0	-20	0.6	-38	-12
COc1ccccc1N1CCN(C2CCN(S(=O)(=O)c3ccc(C)cc3)CC2)CC1
    6	3	9	2	-0.1	-4	0.0	-11	-0.5
CC(C)c1ccc(C(O)P(=O)(OCc2ccccc2)c2ccc(N(C)C)cc2)cc1 (stereo not drawn)
    6	-6	21	-3	-1.7	0	2.4	43	2.7
O=C(Cc1cc(=O)[nH]c(=O)[nH]1)NCc1ccccc1
    1	5	-7	5	1.2	8	nt	28	0.0
COC(=O)c1cc(OC)c(OC)cc1NC(=S)N1CCN(C/C=C/c2ccccc2)CC1
    8	-6	2	-7	-0.5	-6	0.2	-10	2.7
CCc1[nH]nc2c1C(c1cccc(OC(=O)N3CCOCC3)c1)C(C#N)=C(N)O2 (stereo not drawn)
    8	1	6	-9	0.9	0	0.3	31	-1.5
COc1ccc(NC(=O)C(CC(=O)O)Cc2ccc(C)cc2)cc1 (stereo not drawn)
    7	1	20	2	0.8	3	1.1	23	0.7
N#Cc1cc(S(=O)(=O)c2ccc(Cl)cc2)c(N)[nH]c1=O
    10	8	4	11	-0.1	16	0.1	16	0.1
COC(=O)c1ccc(NC(=O)Nc2cccc(F)c2)cc1
    6	0	12	-8	0.4	-1	7.6	-27	3.0
COC(=O)c1ccc2ccn(CC(=O)NC(C)C)c2c1
    1	-18	0	-1	1.0	6	1.1	21	1.1
Cc1cc([N+](=O)[O-])cc(/C=N\NC(=O)C2COc3ccccc3O2)c1O (stereo not drawn)
    9	-1	24	-9	0.1	-5	1.1	-61	-5.5
CC(OC(=O)C1CCN(S(=O)(=O)c2ccc(Cl)cc2)CC1)C(=O)N1CCc2ccccc21 (stereo not drawn)
    3	1	-20	1	-0.3	-6	-0.3	5	-1.0
CC(C)(C)c1cc(N)n(-c2ccc(C(=O)O)cc2)n1
    6	0	7	-8	0.7	-1	0.3	12	0.2
Cc1cc(C(=O)COC(=O)/C=C/c2cccc(F)c2)c(C)n1C
    5	-2	3	11	0.4	-1	0.2	-48	0.8
CC(C)c1ccc2occ(-c3nn[nH]n3)c(=O)c2c1
    4	-1	1	-5	1.3	-3	0.0	-9	1.1
CCOC(=O)c1cccc(NC(=O)CSc2nnnn2CC)c1
    4	-1	0	-7	-0.6	3	1.2	7	0.5
O=C(NCC1(c2ccccc2)CCCC1)c1ccccc1
    5	-1	4	-3	0.5	0	0.3	9	-0.6
CCOP(=O)(OCC)C(Nc1ccccn1)c1ccccc1 (stereo not drawn)
    5	0	1	-9	-0.5	0	-0.3	10	1.0
CC(=O)c1cc(-c2nc3ccccc3n2C)n(C)c1
    16	0	1	3	0.4	-2	-0.3	19	-2.7
COc1cccc(C(=O)Nc2ccc(NC(C)=O)cn2)c1
    8&2	3	0	1	0.8	3	-0.3	2&-16	-1.6

# Carrying on:
# Results follow in this order: EP2 antag	Runt-CBFb FRET	Hck-Nef inh	RBBP9 inh	PERK inhibitor	Runt-SMMHC FRET	L929 necroptosis	EP2 modulator	TNF death inh
COc1ccccc1OCc1ccc(C(=O)NCc2ccco2)o1
    13	0	0	-8	-0.2	-1	0.1	18	-0.8
Nc1cc(N)cc(-c2nc3ccccc3[nH]2)c1
    14	-4	1	1	0.7	-15	1.6	-28	-2.8
CCOC(=O)c1c(C)n(C)c2ccc(O)c(CN(C)C)c12
    14	-1	2	-6	0.3	-3	-0.1	-11	1.5
COc1ccccc1-c1cc(C(F)(F)F)n2ncc(S(=O)(=O)c3ccccc3)c2n1
    6	16	9	-5	0.8	48	0.2	26	-6.1
Cc1noc(/C=C/N(C)C)c1S(=O)(=O)N1CCCC(C(=O)NCc2ccco2)C1 (stereo not drawn)
    10	1	1	-6	0.6	-9	0.6	13	-0.4
Cc1cc(NC(=O)c2cccc(F)c2)ncc1NC(=O)c1ccco1
    16	3	11	-5	-1.8	2	-0.3	-6	-6.1
O=C(O)c1ccc(N/N=C/c2cccc3cccnc23)cc1
    8	0	7	3	0.2	-4	0.2	-28	2.3
O=c1c([N+](=O)[O-])cc(C(F)(F)F)cn1Cc1c(Cl)cccc1Cl
    nt	-2	0	8	3.3*	4	-0.1	19	-2.6
CC(C)CNC(=O)c1cc([N+](=O)[O-])ccc1N1CCCCC1
    13	-3	1	2	-0.2	-5	0.1	18	1.7
COC(=O)c1c(C(=O)OC)c(-c2ccccc2)n2c1CS(=O)C2 (stereo not drawn)
    1	3	-1	0	0.1	-4	0.1	22	0.7
CCC1CCCCN1CCNC(=O)C1CCN(S(=O)(=O)c2c(C)noc2C)CC1 (stereo not drawn)
    31	1	7	-8	0.3	0	-0.6	12	-0.3

# Screens: PubChem, several laboratories
